12-LOX inh = inhibitors of human 12S-lipoxygenase ALOX12; Potency, µM (doses to about 108 µM), without a hit: at the highest dose activity change, negative = inhibition, actives largely listed as inhibitors; 580,000 compounds, 1.1% hits; purified 12hLO, xylenol orange hydroperoxide absorbance; active = well fitted inhibition curve with a large enough effect; inconclusive = small, poorly fitted or top-dose-only effect, or another doubt; inactive = no such curve, though single readings can be large or run the other way
Target sequence (P18054 whole entry, looked up): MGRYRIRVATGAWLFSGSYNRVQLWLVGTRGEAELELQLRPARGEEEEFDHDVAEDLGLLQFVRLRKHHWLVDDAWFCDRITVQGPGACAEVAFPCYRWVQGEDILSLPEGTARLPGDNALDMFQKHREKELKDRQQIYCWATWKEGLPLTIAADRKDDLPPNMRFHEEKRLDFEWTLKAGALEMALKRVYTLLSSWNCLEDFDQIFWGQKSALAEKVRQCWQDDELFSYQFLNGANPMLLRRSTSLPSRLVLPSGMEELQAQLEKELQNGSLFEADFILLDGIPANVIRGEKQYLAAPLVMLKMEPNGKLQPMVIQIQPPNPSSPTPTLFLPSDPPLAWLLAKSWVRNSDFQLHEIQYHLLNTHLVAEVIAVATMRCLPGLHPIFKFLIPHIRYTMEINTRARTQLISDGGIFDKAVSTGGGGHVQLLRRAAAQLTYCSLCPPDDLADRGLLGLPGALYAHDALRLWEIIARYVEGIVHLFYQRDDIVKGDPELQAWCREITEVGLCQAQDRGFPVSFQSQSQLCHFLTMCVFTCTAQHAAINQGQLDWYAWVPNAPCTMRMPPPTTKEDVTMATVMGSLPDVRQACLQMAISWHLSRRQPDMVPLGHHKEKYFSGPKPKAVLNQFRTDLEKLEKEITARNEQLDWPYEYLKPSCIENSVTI
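Hydroperoxide product was detected by ferrous iron/xylenol orange as the 573 to 405 nm absorbance ratio. Arachidonic acid at 40 uM (final) was turned over for 30 min at room temperature by 150 nM human 12hLO, pH 7.0 Hepes buffer, after 15 min compound preincubation.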
* marks the source's active call; other numbers are inactive results; u = inconclusive; [ ] = remark or other dose. % is set by controls: 0 for no effect and ±100 for the full control effect; potency is the fitted concentration of half-maximal effect. A portion of the library (hit frequency here may not be typical).

12-LOX inh | SMILES
u | CCc1ccc(/C=C2\N=C(SC)SC2=O)cc1
2% | COCCn1c(=O)c2c(nc(-n3nc(C)cc3C)n2CC(C)C)n(C)c1=O
45%[activator] | O=C(NC(C(=O)N1CCCCC1)C1CCN(C(=O)CCc2ccccc2)CC1)c1cccs1 (stereo unspecified)
-13% | CCc1ccc(C(=O)Nc2c(NC3CCCCC3)c3ccccc3oc2=O)cc1
1%[176 µM] | CC(C)CCNC(=O)c1cnc2c(c1)N(C(=O)Cc1ccc(C(C)C)cc1)CCC2
-3% | COc1ccccc1C(CC(=O)NCCc1ccccc1)c1c[nH]c2ccccc12 (stereo unspecified)
23% | COc1ccc(-c2cc(N3CCCC(NC(=O)c4ccccc4Br)C3)n[nH]2)cc1 (stereo unspecified)
u | CC(C)NC(=O)N1CCOC2(CCN(C(=O)CCCN)CC2)C1
-10% | O=C(O)CCc1ncc(-c2ccc(F)cc2F)o1
u | Cc1cc(C(=O)NC2CCNCC2)c2c(C3CCCN3)noc2n1 (stereo unspecified)
13µM* | Cc1cccc(Nc2nc(C)c(C(=O)Nc3ccccc3)s2)c1
29% | COc1ccc(C(=O)N2CCC3(CC2)N=C(c2cccc(Br)c2)NO3)cc1OC
u | CSc1cccc(NC(=O)N[C@H]2CCN3C(=O)[C@H](CC4CCCCC4)NC(=O)[C@@H]3C2)c1
0% | Cc1oc(-c2cccs2)nc1CC(=O)Nc1ccccc1-c1ccccc1
-1% | COc1ccc2cc(C(=O)NCc3ccccc3CN3CCCC3)c(C)nc2c1
60%[activator] | CN(C)C[C@@H]1CN(c2ncccn2)C[C@H]1NC(=O)c1ccnn1C
11% | CC1=C[C@@H](CNC(=O)CC2(CC(=O)O)CCCC2)[C@H](C(C)C)C[C@H]1Cc1nc2ccccc2[nH]1
37%[activator] | CN(CCOc1ccccc1F)Cc1nc(N)nc(N(C)C)n1
-6% | CCCCCC1CCC(c2ccc(-c3ccccc3)cc2)=CC1=O (stereo unspecified)
3% | CCc1ccc(S(=O)(=O)N2CCC(n3cnnc3CCOC)CC2)cc1
3% | N#CC(Cc1ccccc1F)(c1ccccc1)c1ccccc1
2% | O=C1/C(=C\c2ccccc2)CCc2ccccc21
-1% | CCC(=O)Nc1nnc(Cc2c[nH]c3ccccc23)s1
-18% | CCOc1ccc(C(=O)Nc2ccc3sc(NC(=O)C(C)C)nc3c2)cc1
84%[activator] | O=C1CCN(Cc2ccncc2)CCCC(C(=O)NCCCN2CCCC2=O)CCN1 (stereo unspecified)
3% | CCC(C)[C@H](NC(=O)NCCc1ccc(F)cc1)C(=O)O (stereo partly specified)
-7% | O=C(Nc1ccc(Oc2ccc(Cl)cc2)cc1)c1nc2ccccc2nc1N1CCOCC1
73%[activator] | NC(=O)CCN1CCN(S(=O)(=O)c2cc(F)ccc2F)CC1
10% | C=CCS(=O)(=O)N1CCCC(CCc2cccc(OC)c2)C1 (stereo unspecified)
-2% | CCOc1cc(-c2noc(-c3ccccc3)n2)ccc1OCC(=O)NC(C)C
13% | O=C(c1ccc(OC2CCN(C(=O)c3cccs3)CC2)nc1)N1CCOCC1
6% | Cc1nn(CC(=O)NCC2CCCO2)c(=O)c2nc(-c3ccccc3)sc12 (stereo unspecified)
-14%[57.4 µM] | COc1cc(F)c(C(C)C)cc1-c1ccc(C(F)(F)F)cc1CN1C(=O)O[C@H](c2cc(C(F)(F)F)cc(C(F)(F)F)c2)[C@@H]1C
33%[activator] | C=Cc1ccc(COc2ccc3c(=O)c(-c4ccccc4OC)coc3c2)cc1
12% | COC(=O)CNC(=O)Cn1cnc2c1c(=O)n(C)c(=O)n2C
0% | CCCn1cc(C(=O)Nc2ccc(Oc3cccnc3)cc2)c2ccccc21
34%[activator] | Cc1ccc(S(=O)(=O)N2CCCC2)cc1C(=O)Nc1ccc(-c2nc3ccccc3[nH]2)cc1
7% | CC(C)(C)c1ncc(NC(=O)c2cc[n+]([O-])cc2)cn1
15% | Cc1cc(-c2ccccc2)nc(SCc2ccc(C#N)cc2)n1
u | O=C(OCc1ncc(-c2ccccc2)o1)c1ccc(O)cc1
u | CNC(=O)[C@@H](c1ccccc1OC)N1CCC[C@H]1C(=O)N1CCOCC1
u | Cc1cc(=O)n(CC(=O)NCCc2ccc(Cl)cc2)c(N2CCc3ccccc3C2)n1
18% | O=C(Cc1n[nH]c(=O)c2ccccc12)NCC1(N2CCOCC2)CCCCC1
-4% | Cc1nc(-c2ccc(OC(F)(F)F)cc2)sc1C(=O)N1CCCC1
13% | CC(C)(C)c1nnc(Nc2cccc(Cl)c2)[nH]c1=O
13% | CC(SC(c1ccccc1)c1ccccc1)C(=O)NC(C)(C)C (stereo unspecified)
-5% | Cc1ccc(NC(=O)CC2CCOCC2)cc1F
35%[activator] | CCCN(C)C(=O)c1cc(-c2ccncc2)cn1Cc1ccccc1C
u | O=c1[nH]c(=S)[nH]c2c1C(C1CCCCC1)OC(C1CCCCC1)C2 (stereo unspecified)
11% | COc1cccc(-c2nc3cc4c(cc3cc2CN(C(=O)c2cc(C)nn2C)C2CC2)CCC4)c1OC

Reprinted from the results shown, four compounds:
12-LOX inh | SMILES
-5% | Cc1ccc(NC(=O)CC2CCOCC2)cc1F
35%[activator] | CCCN(C)C(=O)c1cc(-c2ccncc2)cn1Cc1ccccc1C
u | O=c1[nH]c(=S)[nH]c2c1C(C1CCCCC1)OC(C1CCCCC1)C2 (stereo unspecified)
11% | COc1cccc(-c2nc3cc4c(cc3cc2CN(C(=O)c2cc(C)nn2C)C2CC2)CCC4)c1OC

Next compounds
12-LOX inh | SMILES
u | CC(C)Cn1c(=O)[nH]c(=O)c2c(C(=O)O)cc(C3CC3)nc21
13% | COc1ccccc1CNC(=O)c1ccc2c(c1)nc(C)n2-c1ccc(Br)cc1
39%[activator] | CC1(C)CNC(=O)c2nc(CC3CCCCN3C3CCCC3)[nH]c2C1 (stereo unspecified)
3%[12.5 µM] | Cc1cc(C(=O)NCC(C)C)c2c(C3CCNC3)noc2n1 (stereo unspecified)
-26% | CC(Sc1nc(C2CC2)nc2ccccc12)C(=O)NC(=O)NC(C)(C)C (stereo unspecified)
6%[6.33 µM] | O=C(c1c[nH]c2ccccc12)N1CCC2(CC1)CNS(=O)(=O)c1cccnc1O2
u | COCc1nnc(NC(=O)C2CC(=O)N(CCc3c[nH]c4ccc(C)cc34)C2)s1 (stereo unspecified)
-12% | O=C(c1ccccc1)N(Cc1cccc2[nH]ccc12)C1CC1
37%[activator] | Cc1ccc(C)c(CN2C[C@@H]3C(=O)N(CCN4CCc5ccccc5C4)C(=O)[C@@H]3C2)c1
-13% | Cc1cc(C[C@@H]2COC[C@@H]2NC(=O)c2ccc(-c3ccccc3Cl)o2)on1
1%[6.33 µM] | O=C1OCCN1C1CCN(S(=O)(=O)c2cccs2)CC1
15% | O=[S+]1([O-])NC2(CCN(Cc3ccccc3)CC2)CNc2ccccc21
-21% | C[C@H]1CN(C(=O)OC(C)(C)C)CCN1c1ccc(N2CC[C@H](O)C2)c(C#N)c1
-3% | CNC(=O)NC(=O)C(C)Sc1cc(C)c2ccccc2n1 (stereo unspecified)
3% | O=C(Nc1nonc1-c1ccc(Cl)cc1)c1ccc(Cl)cc1
19% | COc1cc(/C=N/OCCOc2ccc(C)cc2)cc(Cl)c1OC
14% | CC(C)C[C@H]1CN(CCCC[C@@H]2CNC(=O)C(=O)N2CCc2ccccc2)C(=O)C(=O)N1CCc1ccccc1
-25% | COCCN1C(=O)c2ccccc2C(C(=O)NCc2ccc(Cl)cc2)C12CCCC2 (stereo unspecified)
55% | O=C(NCc1ccco1)C1c2ccccc2C(=O)N(C2CCCC2)C12CCCC2 (stereo unspecified)
20% | O=S1(=O)CCSC[C@@H](CN2CCOCC2)N1
u | CC(=O)Nc1ccc(CNCc2csc(C)n2)cc1
18% | COc1cc(=O)n2c(c1C(=O)Nc1ccc(C)cc1C)CCCC2
6%[176 µM] | CC(=O)Nc1ccccc1-c1c(C)nn2c1N(C(=O)Cc1ccccc1)CCC2
-4% | C=CC(=O)NC1CCCCN(C)C1=O (stereo unspecified)
1%[6.33 µM] | CC(=O)N1CCn2cc(C(=O)NCc3ccc(Cl)nc3)nc2C1
25% | CNC(=O)[C@@H]1CN(C(=O)Cc2ccccc2C)C[C@H]1COC
49%[activator][176 µM] | CC(=O)N1CCN(C(=O)c2ccc3c(c2)NC(C)(CCCCc2ccccc2)CO3)CC1 (stereo unspecified)
2% | CCCC(C)C(=O)Nc1nnc(Cc2ccc(OC)c(OC)c2)s1 (stereo unspecified)
3% | C[C@H]1[C@H](c2ccccc2)Oc2cccc(NCCc3ccccc3)c2S(=O)(=O)N1Cc1cccc(Cl)c1
103%[activator] | COCc1ncc(C)n1CCNC(=O)c1cc(-c2ccc(C)cc2)n[nH]1
-7% | O=C1c2ccccc2C(c2nnnn2Cc2ccccc2)N1Cc1ccc2c(c1)OCO2 (stereo unspecified)
13% | O=C(NCc1ccc(F)cc1)N1CCC2(CC1)CC(N1CCCCC1)CCO2 (stereo unspecified)
6.3µM* | CCC(CC)NC(=O)COC(=O)c1ccc2ccccc2n1
-5% | Cc1noc([C@H]2CCN(C(=O)NCc3ccccc3)C[C@H]2NC(=O)C2CC2)n1
-1% | CCC(=O)C1=C(c2ccc(C3CCCCC3)cc2)N(C(=O)CC)n2cnnc2S1
u | COc1ccc(-c2nc(Nc3ccc(F)c(F)c3F)sc2CCC(=O)O)cc1
-35% | Cc1ccccc1NC(=O)C(C#N)=C1CCCCCC1
23% | COc1ccc(C2CCCCCN2Cc2nc(-c3ccccc3OC)no2)cc1 (stereo unspecified)
-18% | O=C(Nc1ccccc1)c1sc(NCCc2ccccc2)nc1-c1ccc([N+](=O)[O-])cc1
-10% | CSc1ccc(/C=C/C(=O)c2ccc(NC(=O)c3ccccc3Cl)cc2)cc1
4% | COCC(=O)N(C1CCOCC1)C1CCN(C(=O)Cc2cccc(OC)c2)CC1
-5% | CCCCCCc1ccc(C(=O)Oc2ccc(C#N)cc2)cc1
-29% | O=C(Nc1nc(-c2ccc(F)c(F)c2)cs1)C1CCCN(C(=O)c2ccoc2)C1 (stereo unspecified)
42%[activator] | CN1CCC(OC2CCN(C(=O)c3ccc(Cl)cc3)CC2)CC1
-1% | O=C(O)CC1COCCN1Cc1ccsc1 (stereo unspecified)
u | N#Cc1nc(-c2cccc3ccccc23)oc1NCCCN1CCOCC1
22% | CCCc1noc(Cn2nc(-c3ccccc3)c3ccccc3c2=O)n1
-2% | O=S(=O)(NCCc1ncc2ccccn12)c1ccccc1
6% | Cc1nc(C)n(CC(=O)NCC2Cc3cc(-c4ccsc4)cc(Cl)c3O2)n1 (stereo unspecified)
57%[activator] | O=C(CC1CCN(C(=O)Cc2ccccc2F)C1)NC1CC1 (stereo unspecified)

(list continues)
12-LOX inh | SMILES
13% | CC(=O)N1CCC(C(=O)NC[C@@H]2C=C(C)[C@H](CC(=O)N(C)Cc3ccccc3)C[C@H]2C(C)C)CC1
u | O=C1CCCN1c1cccc(-c2csc(-c3ccccc3)n2)c1
u | COCC(=O)N1CCCC(C(=O)N2CCC(OCc3ccccc3)CC2)C1 (stereo unspecified)
u | Cc1ccc2nc(C3CCN(Cc4cccc(-c5ccsc5)c4)CC3)[nH]c(=O)c2c1
0% | CNCCN1C(=O)CC[C@H]2CN(C(=O)C3(COC)CCC3)CC[C@H]21
15% | CN(C)C[C@@H]1CN(Cc2ccncc2)C[C@H]1NC(=O)c1ccc(F)cc1
7% | Cn1c(=O)[nH]c(=O)c2c1nc(Sc1ccccc1)n2CCCc1ccccc1
-4% | COc1ccc(C(=O)N2CCc3nc(C)nc(-c4ccc(OC)cc4)c3CC2)cc1
u | Cc1nc(N2CCC(C(=O)NCc3ccc4c(c3)OCO4)CC2)cc(C(F)(F)F)n1
0% | CN(CC(=O)Nc1cccc(F)c1)C(=O)CCc1ncc(-c2ccc(Cl)cc2)o1
-4% | CN(CCCN)C1CCCCC1
u | c1cc(Cn2ccc3c(N4CCOCC4)nc(-c4cncnc4)cc32)ccn1
15% | CN(C)[C@@H]1CN(C(=O)c2ccc(F)cc2)CC[C@]1(O)c1ccccc1
36%[activator] | COCCn1nc2n(c1=O)CCN(Cc1sccc1C)CC2
u | CCOc1cc(/C=C(/C#N)C(=O)OCCOC)cc(Cl)c1OC
16% | Cc1ccc2nc(-c3ccc(Cl)c(NC(=O)c4cc([N+](=O)[O-])ccc4N4CCOCC4)c3)oc2c1
u | CCC1(N2CCN(S(=O)(=O)c3ccc(Cl)s3)CC2)CCN(C(=O)C(C)C)C1 (stereo unspecified)
u | CN1CCC(N2C[C@H](O)C[C@H]2c2nc(CS(=O)(=O)c3ccc(F)cc3)no2)CC1
20% | Cn1nccc1C(=O)N1CCC(c2cc(-c3ccccc3)n[nH]2)CC1

Single values from the list.
For 12-LOX inh, COc1cc(=O)n2c(c1C(=O)Nc1ccc(C)cc1C)CCCC2 has 18%
For 12-LOX inh, CC(C)(C)c1ncc(NC(=O)c2cc[n+]([O-])cc2)cn1 has 7%

Pulled by structure from the list above:
12-LOX inh | SMILES
u | O=C1CCCN1c1cccc(-c2csc(-c3ccccc3)n2)c1
u | CC(=O)Nc1ccc(CNCc2csc(C)n2)cc1
13% | O=C(c1ccc(OC2CCN(C(=O)c3cccs3)CC2)nc1)N1CCOCC1
-1% | CCC(=O)Nc1nnc(Cc2c[nH]c3ccccc23)s1
